CRE-bla Fsk = CRE-bla signaling modulation under forskolin stimulation | CHO CRE-bla reporter (cAMP response element driving beta-lactamase), forskolin EC10, beta-lactamase ratio | 2.5% of 71,000 active | AID 662 | Potency, µM (titrated, usually from 38.2 µM), without a hit: at the top dose activity change, negative = inhibition, actives largely listed as activators; active = well fitted activation curve with a large enough effect in the signal ratio, with a control signal flat, not every such curve was filed as active; inconclusive = small, poorly fitted or top-dose-only effect, or effect the other way, or a change in a side signal; the % refers to the signal ratio; note: potency is the fitted concentration of half-maximal effect; % of control where 0% means no effect
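Reporter-gene assay: CHO cells with beta-lactamase behind cAMP responsive elements, co-treated with compound and EC10 NKH 477 for 3 hours at 37 degrees Celsius. Activity came from the 460/530 nm CCF4 emission ratio.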
ERK AVP inh = blocks ERK signaling stimulated by vasopressin; 0.99% of 72,000 active; HEK293-V1b, vasopressin-stimulated pERK AlphaScreen; AID 995; Potency, µM (series often up to 57.5 µM), for the others: at the highest dose activity, negative = inhibition, usual class: inhibitors; note: potency is the fitted concentration of half-maximal effect; % is set by controls: 0 for no effect and ±100 for the full control effect; nearly all actives have a fitted effect of over 55% in size
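qHTS, compounds titrated on V1b-expressing HEK293 cells. Preincubation 30 min at 37C, vasopressin 25 nM for 5 min, lysis 10 min, bead incubation 5 hr at room temperature.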
4-MU autofl = compounds fluorescent in 4-MU spectral region; 11% of 59,000 active; max dye-equivalent concentration, M; compound autofluorescence, 340/450 nm, 4-MU equivalents; stronger effect = higher value; in the data active = max dye-equivalent concentration above about 10 nM; inconclusive = mostly about 1.1 nM to 9.6 nM
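Intrinsic fluorescence at 340/450 nm (ex/em) was read after 15 min at room temperature in pH 8.0, 100 mM Tris. Each compound concentration expressed as 4-MU-equivalent concentration from a six-point 4-MU standard series on each plate.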
Epigenetic mod = epigenetic modulators derepressing GFP locus in mouse cells | mouse C127i GFP locus derepression, cytometry, 30 h | Potency, µM (top dose mostly 46.1 µM), without a hit: at the top dose GFP derepression (activation) | 0.09% of 68,000 active | AID 597; note: % of control where 0% means no effect
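Locus derepression in mouse mammary C127i cells whose integrated CMV-GFP reporter is normally silent; GFP expression after 30 h compound treatment was quantified by counting fluorescent cells.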
HBB splice mod = alters splicing of the hemoglobin beta chain. 0.06% of 65,000 active. HBB splicing reporter cell assay, activation; EGFP reporter with mutant IVS2-654 intron; response scale: normalised to 500 nM splice-correcting PNA. Potency, µM (doses to about 46.1 µM), for the others: at the top dose activation, hits mostly activators; note: potency is the fitted concentration of half-maximal effect; 0% is about no effect
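Compounds were applied for 2 days to HeLa EGFP-654 cells, 500/well in Optimem with 2% FCS. The reporter's EGFP is disrupted by mis-splicing of beta-globin intron IVS2-654. Readout: summed well GFP fluorescence from 488 nm laser scanning; reference was 500 nM antisense […] 654 PNA.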
A350 autofl = compound fluoresces in the Alexa 350 spectral region. Compound autofluorescence, 340/450 nm, Alexa 350 dye-equivalents; stronger effect = higher value. max dye-equivalent concentration, M. 11% of 59,000 active. AID 590; in the data active = max dye-equivalent concentration above about 10 nM; inconclusive = mostly about 1.1 nM to 9.6 nM
UbGFP stabilizer = proteasome inhibitors stabilizing ubiquitin-GFP reporter; Ubiquitin-GFP reporter cells, proteasome inhibition, GFP fluorescence; response scale: untreated = 0%, 10 µM MG-132 = 100%; 67,000 tested, under 10 active; Potency, µM (top dose mostly 45.9 µM), inactives show at the top dose activation (GFP accumulation), hits mostly activators; active = well fitted activation curve with a large enough effect, not every such curve was filed as active; inconclusive = small, poorly fitted or top-dose-only effect, or another doubt; inactive = no such curve, though single readings can be large or run the other way; note: potency is the fitted concentration of half-maximal effect
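Reporter cells (U2OS, ubiquitin-G76V-GFP fusion) are plated overnight, then treated 4 hr at 37 °C with compound titrations from 46 uM down to 2.9 nM. Activity is scaled against untreated cells and 10 uM MG-132.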
FLuc inh = inhibitors of firefly luciferase; 2.2% of 72,000 active; Potency, µM (doses to about 57.1 µM), for the others: at the top dose activity change, negative = inhibition, most hits filed as inhibitors; purified firefly luciferase, luminescence, 8 min; P08659; note: potency is the fitted concentration of half-maximal effect; % is set by controls: 0 for no effect and ±100 for the full control effect; nearly all actives have a fitted effect of over 40% in size
Target sequence (P08659 whole entry, looked up): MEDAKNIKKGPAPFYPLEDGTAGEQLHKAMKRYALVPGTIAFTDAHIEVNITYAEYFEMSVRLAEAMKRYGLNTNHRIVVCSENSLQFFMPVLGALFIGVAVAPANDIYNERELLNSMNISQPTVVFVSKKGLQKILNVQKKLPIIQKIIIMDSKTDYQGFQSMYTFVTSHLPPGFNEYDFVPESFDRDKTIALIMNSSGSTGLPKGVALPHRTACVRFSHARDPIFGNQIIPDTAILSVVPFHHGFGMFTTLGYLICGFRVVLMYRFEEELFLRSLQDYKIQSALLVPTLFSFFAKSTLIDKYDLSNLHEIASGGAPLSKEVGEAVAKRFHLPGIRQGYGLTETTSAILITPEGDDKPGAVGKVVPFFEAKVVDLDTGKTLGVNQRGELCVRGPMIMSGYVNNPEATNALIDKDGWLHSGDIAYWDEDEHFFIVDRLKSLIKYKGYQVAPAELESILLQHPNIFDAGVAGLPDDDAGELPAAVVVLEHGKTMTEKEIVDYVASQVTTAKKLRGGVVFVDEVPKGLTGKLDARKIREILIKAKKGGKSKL
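Titration-based qHTS; buffer 50 mM imidazole pH 7.2, 50 mM KCl, 7 mM MgCl2, 10 uM ATP, 0.01% Tween 20, 0.05% BSA; luciferase/luciferin detector mix added after compound; 8 min, ambient; luminescence.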
Texas Red fluor = compound fluoresces in the Texas Red spectral region; Compound fluorescence, Texas Red channel, 547/618 nm; stronger effect = higher value; max dye-equivalent concentration, M; 0.06% of 59,000 active; in the data active = max dye-equivalent concentration above about 10 nM; inconclusive = between about 1.1 nM and that limit
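Fluorescence at ex 547/em 618 nm, normalized against an on-plate Texas Red standard series to give dye-equivalent concentration per compound concentration. Buffer 100 mM Tris, pH 8.0; 15 min RT incubation before CCD imaging.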
Hsp90 Hop PPI = changes Hsp90-Hop TPR2A binding signal, up or down | AlphaScreen TPR2A-His6 binding biotin-Hsp90 C-terminal peptide | Potency, µM (highest dose often 57 µM), without a hit: at the highest dose activity change, negative = inhibition | 0.44% of 71,000 active; active = well fitted curve in either direction with a large enough effect; inconclusive = small, poorly fitted or top-dose-only effect, or another doubt; note: potency is the fitted concentration of half-maximal effect; % is set by controls: 0 for no effect and ±100 for the full control effect; many of its hits are not listed in these tables
Fluorescein fluor = compound fluoresces in the fluorescein spectral region; Compound autofluorescence, 480/540 nm, fluorescein-equivalent; stronger effect = higher value; max fluorescein-equivalent concentration, M; 0.91% of 59,000 active; in the data active = max fluorescein-equivalent concentration above about 10 nM; inconclusive = between about 1.1 nM and that limit
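Tris 100 mM pH 8.0; 15 min RT; CCD read, ex 480/em 540 nm. Output: fluorescein-equivalent concentration per compound concentration, from six-point dye series on each plate.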
Numbers without * were called inactive; i = inactive; ? = inconclusive; . = no result given; [ ] = remark or other dose. Unless noted, calls come from the whole dose curve; as a rule, active = well fitted curve in the direction sought with a large enough effect; inconclusive = small, poorly fitted or top-dose-only effect, or another doubt; inactive = no such curve, though single readings can be large; an effect the other way counts as inactive or inconclusive. Not all compounds are listed. The share of hits here may be higher or lower than overall.

canonical_smiles	ERK AVP inh	CRE-bla Fsk	Fluorescein fluor	HBB splice mod	FLuc inh	UbGFP stabilizer	4-MU autofl	Texas Red fluor	Hsp90 Hop PPI	A350 autofl	Epigenetic mod
COCCN1C(=O)N(c2cccc(C)c2)C(=O)C1CC(=O)Nc1ccc(F)cc1 (stereo unspecified)	-0.1%	-6.7%	i	-0.1%	0.2%	-4.2%	i	i	1.7%	i	0.0%
Oc1ccccc1C(Sc1nc2ccccc2s1)Sc1nc2ccccc2s1	5.4%[11.5 µM]	-9.6%[7.6 µM]	?	1.5%[9.22 µM]	-1.6%[11.4 µM]	-5.9%[9.17 µM]	i	i	-6.3%[11 µM]	i	2.3%[9.22 µM]
CCn1c(SCC(=O)Nc2ccc3c(c2)c2ccccc2n3CC)nnc1-c1cnccn1	-19.0%	?	i	0.9%	2.0%	-3.7%	i	i	-10.5%	i	2.6%
N[C@@H](CCCCO)C(=O)O	-8.9%[11.5 µM]	-3.4%[7.6 µM]	i	1.2%[9.22 µM]	1.5%[11.4 µM]	-11.9%[9.17 µM]	i	i	-1.7%[11 µM]	i	-1.1%[9.22 µM]
Cc1ccc(N(C(=O)C2CCCO2)C2C=CS(=O)(=O)C2)cc1Cl (stereo unspecified)	7.9%	-0.1%	i	-3.8%	0.7%	-9.7%	i	i	-2.4%	i	0.1%
CCCCn1c(CN2CCN(c3ccccc3)CC2)nc2c1c(=O)n(C)c(=O)n2C	.	17.9%	.	-0.3%	1.6%	-3.6%	.	.	-4.3%	.	.
CCCN1CC23C=CC(O2)C(C(=O)O)C3C1=O (stereo unspecified)	.	-5.8%	.	0.2%	2.3%	-5.6%	.	.	-1.3%	.	.
CN(C)C(=O)c1ccc(-c2cncnc2NC2CCNCC2)cc1	-9.8%	?	?	-0.5%	-1.3%[2.29 µM]	5.4%	i	i	2.0%	i	-0.6%[9.22 µM]
COCCn1c(SCC(=O)N2CCCc3ccccc32)nnc1-c1ccco1	-6.0%	?	i	2.4%	0.4%	-2.8%	i	i	-3.5%	i	-1.3%
CCCc1cc(=O)[nH]c(SCc2ccc(C#N)cc2)n1	-8.7%	-8.0%	i	-1.3%	1.9%	-2.4%	i	i	0.2%	i	0.0%
COc1ccc(-c2cc(-n3c(C(F)(F)F)nc4ccccc43)n(CCC#N)n2)cc1	-15.0%	-2.9%	?	0.0%[57.5 µM]	-1.3%	-2.5%	i	i	6.2%	i	3.7%
O=C(Cc1coc2cc3c(cc12)CCC3)OCc1cc(=O)n2c(n1)sc1ccccc12	-16.0%	?	?	0.0%[57.5 µM]	-0.7%	-1.9%	?	i	-9.7%	?	0.0%
CCc1c(C)nc(SC)n(CC#N)c1=O	-1.6%	?	i	2.9%	0.4%	-1.4%	i	?	-2.4%	?	0.0%
O=C(CCn1c(=O)sc2ccccc21)NCc1cccs1	20.6%	-9.8%	i	-4.8%	0.6%	15.1%	i	i	2.6%	i	0.2%
O=c1nc(N2CCOCC2)ccn1Cc1ccc(Br)cc1	-11.0%	-2.6%	?	-0.2%	0.2%	-1.5%	i	i	-5.3%	i	4.8%
COc1ccc(N2CCN(C(=O)Cn3c(=O)[nH]c4ccsc4c3=O)CC2)cc1	6.4%	-0.1%	i	-0.9%	3.1%	1.0%	i	i	-4.7%	i	2.3%
C[C@@]12CC[C@@H]3[C@H](CCC4=CC(=O)CC[C@]43C)[C@@H]1CC[C@@H]2C(=O)COS(=O)(=O)c1ccc(Br)cc1	-19.9%[11.5 µM]	3.1%[7.6 µM]	?	4.9%[9.22 µM]	2.8%[11.4 µM]	2.9%[9.17 µM]	i	i	-4.6%[11 µM]	i	2.4%[9.22 µM]
CC[C@@H](CO)Nc1nc(NCc2ccccc2)c2ncn(C(C)C)c2n1	-12.6%	?	i	1.6%	0.9%	3.2%	i	i	-8.1%	i	1.0%
c1cc(-c2nnc3n2CCC3)[nH]n1	1.5%	-4.3%	i	0.0%[57.5 µM]	0.9%	-8.4%	i	i	1.4%	i	-0.5%
Cc1ccc(S(=O)(=O)N2CCCCC2)cc1C(=O)c1nccn1C	-2.8%	2.6%	?	0.0%	0.6%	-3.5%	i	i	-1.5%	i	-1.2%
Cc1cccc2sc(NC(=O)CN(C)S(=O)(=O)c3cccs3)nc12	6.8%	-4.7%	i	0.1%	3.0%	0.7%	i	i	4.0%	i	-0.2%
CCCC1(C(=O)OC)NC(c2ccco2)C2C(=O)N(c3ccc(C)cc3)C(=O)C21 (stereo unspecified)	-9.4%	-3.9%	i	.	0.3%	3.6%	i	i	-1.1%	i	-1.3%
Cc1nc2c(ccc3nc(NC(=O)c4ccc5c(c4)OCCO5)sc32)s1	3.3%	?	i	-0.1%	0.794µM*	-7.7%	2.46e-08M*	i	-14.0%	2.15e-08M*	3.2%
Brc1ccc(-c2nc(-c3cccnc3)no2)o1	-8.6%	17.6%	i	-1.7%[1.84 µM]	-20.1%	27.1%	?	?	1.4%	?	-2.0%
COc1ccccc1N1CCN(CC(=O)Nc2cc(C)nn2-c2nc(C)cc(C)n2)CC1	-12.1%	7.3%	i	0.0%[57.5 µM]	1.6%	1.1%	i	i	0.4%	i	3.8%
Cc1ccc2[nH]c3c(c2c1)CN(C(=O)CN1CCCc2ccccc21)CC3	.	.	?	.	-2.5%[25.5 µM]	.	1.15e-08M*	i	.	1.39e-08M*	-1.6%[20.6 µM]
CCc1ccccc1N(CC(=O)O)S(C)(=O)=O	-17.9%	-11.2%	i	-0.3%	-2.7%	-2.5%	i	i	-2.8%	i	0.0%
COCCCNC(=O)CN(c1cccc(Cl)c1C)S(C)(=O)=O	1.5%	-0.4%	i	.	0.8%	3.5%	i	i	3.5%	i	-1.3%
CC[C@H](CN(C)C)C(=O)c1ccco1	-10.6%[11.5 µM]	-6.5%[7.6 µM]	?	0.7%[9.22 µM]	2.6%[11.4 µM]	2.3%[9.17 µM]	i	i	-2.8%[11 µM]	i	2.2%[9.22 µM]
CCn1c(SCC(=O)c2ccccc2)nnc1-c1cnccn1	3.5%	?	?	-1.4%[0.369 µM]	-20.1%	.	i	?	-2.5%	?	1.6%
Cc1nnc(NC(=O)CN2C(=O)c3ccccc3S2(=O)=O)s1	13.6%	0.7%	?	0.3%	2.6%	-4.0%	i	?	-2.1%	i	2.0%
CC(=O)c1ccccc1OCC(O)CN1CCN(C(c2ccccc2)c2ccccc2)CC1 (stereo unspecified)	-14.6%	-25.2%	?	5.5%	0.9%	-2.8%	i	?	-6.7%	i	1.6%
Cn1cccc1C(=O)N1CCC2(CCCN(C(=O)Nc3cccc(C#N)c3)C2)CC1	-27.8%	-1.9%	i	0.7%	0.5%[11.4 µM]	-9.4%	i	i	-4.9%	i	0.0%[9.22 µM]
O=C1CC(C(=O)N(CC2CCCO2)C(C(=O)NC2CCCCC2)c2ccncc2)CS1 (stereo unspecified)	-13.5%	3.7%	i	.	5.1%	-4.5%	i	i	0.9%	i	1.0%
O=C(NC1CCCCC1)C(c1ccncc1)N(CC1CCCO1)C(=O)C(F)(F)F (stereo unspecified)	2.7%	?	?	0.6%	2.2%	-3.9%	i	i	-4.5%	?	1.4%
O=S(=O)(NCc1ccncc1)c1ccc(S(=O)(=O)NCC2CCCO2)cc1 (stereo unspecified)	14.8%	?	?	-5.7%	3.8%	-3.5%	i	i	0.0%	i	-2.3%
CCOC(=O)c1c(C)c(C(=O)Nc2ccccc2)c(C)n1CC	-11.6%	9.4%	i	-0.7%	0.9%	16.4%	i	i	-1.3%	i	4.4%
O=C(NCc1ccco1)C12CC3CC(C1)CC(C(=O)NCc1ccco1)(C3)C2	-8.3%	?	.	-2.7%[0.0738 µM]	0.5%	-4.5%[9.17 µM]	.	.	-8.0%[11 µM]	.	1.5%
CCOC(=O)CNC(=O)CN1CCCN(S(=O)(=O)c2ccc(Br)s2)CC1	-7.3%	24.0%	i	0.2%	2.4%	-1.8%	i	i	-15.6%	i	3.7%
CCC(C)(C)n1nnnc1C(c1cc2cc3c(cc2[nH]c1=O)OCO3)N1CCN(C)CC1 (stereo unspecified)	2.7%	-8.0%	?	-0.8%	0.9%	3.6%	2.51e-06M*	?	-4.2%	4.67e-06M*	-1.3%

Screens deposited in PubChem BioAssay by National Center for Advancing Translational Sciences (NCATS).
